esBAF inh – Bmi1 luciferase reporter increase in mESCs, primary screen, esBAF inhibitor project, mouse ES cells, Bmi1 luciferase knock-in, single point; AID 602393, 2012; 24 h; 100% = twice the neutral-well signal; reporter increase, % at 12.5 µM; 350,000 compounds, 2% hits; in the data active = activation above about 40%; inconclusive = no clear call, values can overlap the other calls;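 note: 0% = median of the plate's neutral control wells and 100% = double that signal; a rise in the Bmi1 reporter signal indicates esBAF inhibition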
RAD54 branch – inhibitors of human RAD54 branch migration, primary screen, biochemical, fluorescence, single point. DNA repair and recombination protein RAD54-like (Homo sapiens), Q92698. RAD54 Holliday junction branch migration, FAM/BHQ fluorescence. inhibition, % at 10.4 µM. 360,000 compounds, 0.14% hits. AID 602329, 2012;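 active = mean normalized replicate activity at least 40 and at least half of replicates scoring 40 or more; inconclusive = only one of the two criteria met; inactive = mean below 40 and under half of replicates reaching 40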;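 note: 0% = median of neutral control wells and 100% = median of positive control wells; inhibitors cause a drop in the FAM fluorescence signal; in these data hits start at about 50%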
Target sequence (Q92698 whole entry, looked up): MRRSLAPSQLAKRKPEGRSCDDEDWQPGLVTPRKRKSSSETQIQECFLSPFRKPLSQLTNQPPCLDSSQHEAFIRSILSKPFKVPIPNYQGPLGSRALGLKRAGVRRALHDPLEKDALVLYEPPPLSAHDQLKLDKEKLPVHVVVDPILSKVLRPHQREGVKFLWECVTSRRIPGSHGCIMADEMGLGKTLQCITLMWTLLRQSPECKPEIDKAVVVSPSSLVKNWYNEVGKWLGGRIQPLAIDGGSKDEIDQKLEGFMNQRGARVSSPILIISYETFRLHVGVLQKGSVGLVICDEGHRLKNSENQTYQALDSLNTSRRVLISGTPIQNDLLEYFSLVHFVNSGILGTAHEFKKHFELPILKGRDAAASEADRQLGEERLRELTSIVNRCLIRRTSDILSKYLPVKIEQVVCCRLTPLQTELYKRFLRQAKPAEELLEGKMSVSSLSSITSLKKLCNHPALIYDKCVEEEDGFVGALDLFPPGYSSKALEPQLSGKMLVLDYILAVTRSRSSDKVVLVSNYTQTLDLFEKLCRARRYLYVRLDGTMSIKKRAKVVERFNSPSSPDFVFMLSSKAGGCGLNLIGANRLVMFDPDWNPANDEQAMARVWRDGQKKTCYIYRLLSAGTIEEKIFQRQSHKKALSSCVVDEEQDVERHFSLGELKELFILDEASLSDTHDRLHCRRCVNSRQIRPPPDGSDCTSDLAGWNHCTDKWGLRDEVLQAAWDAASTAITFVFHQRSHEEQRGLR
Numbers without * were called inactive; ? = inconclusive.

canonical_smiles	esBAF inh	RAD54 branch
CCCOC(=O)c1ccc(NC(=O)c2cc(OC)c(OC)c(OC)c2Br)cc1	-8	2
Cc1nc(S(=O)(=O)c2ccc(Cl)cc2Cl)nc2c1CCC2	1	-1
Cc1cccc(OCc2nnc(N)s2)c1C	-1	7
COc1ccc(CN2CCn3ncc(C(=O)Nc4cccc(C)c4)c3C2=O)cc1	15	8
O=C(CCC(=O)c1ccc[nH]1)c1ccc(Cl)cc1	?	5
COC(=O)c1sc(NC(=O)CC(C)C)c(C(=O)OC)c1C	-6	-2
O=C(NCc1cccs1)c1cc(-c2ccccc2)on1	40	1
CNc1ccc(Br)cc(C(=O)/C=C/c2ccc3c(c2)OCO3)c1=O	1	-8
COc1ccc(CNc2nc3nc4c(c(=O)n3[nH]2)CCC4)cc1	1	6
S=C(NCc1ccccn1)Nc1ccc(Cl)cc1Cl	49*	-8
CN(C)c1ccc(C=Nc2ccc(N(C)C)cc2)cc1	-38	3
CC(=O)Nc1sc2c(c1C(N)=O)CCC2	-6	6
CCC(C)C(NC(=O)c1ccccc1NC(=O)c1ccco1)C(=O)NC1CCCCC1 (centres undefined)	12	11
CC(=O)c1cnn(-c2cc(Oc3ccccc3C)ncn2)c1C	3	-4
CCNC(=S)N1CCN(c2ccc([N+](=O)[O-])cc2)CC1	-3	1

The list goes on; it opens with the two that closed the last part.
canonical_smiles	esBAF inh	RAD54 branch
CC(=O)c1cnn(-c2cc(Oc3ccccc3C)ncn2)c1C	3	-4
CCNC(=S)N1CCN(c2ccc([N+](=O)[O-])cc2)CC1	-3	1
COC(=O)c1sc2ccccc2c1-n1cccc1C(=O)C(=O)Nc1ccc(OC)cc1	6	-5
O=C(NCc1ccc2c(c1)OCO2)c1cc2ncc(Br)cn2n1	-6	-12
CCN(CC)S(=O)(=O)c1ccc(C(=O)NCC(c2cccs2)N2CCOCC2)cc1 (centres undefined)	-6	-1
O=C(O)C1CC(=O)N(CCOc2ccccc2)C1 (centres undefined)	-4	4
CC1(C)C2CCC1(CS(=O)(=O)NCc1ccc(C(=O)O)cc1)C(=O)C2 (centres undefined)	-5	9
CC(=O)Nc1ccc(C(=O)n2cnc3cc(C)c(C)cc32)cc1	-4	-5
CC(C)Cc1nc(N2CCC(C(N)=O)CC2)c2nnn(Cc3ccccc3)c2n1	-3	-14
CCC(=O)c1ccc(OC(=O)c2ccc(Br)o2)cc1	0	3
O=c1nc2sc3ccccc3n2c(=O)n1-c1cccc(Cl)c1	76*	1
CCOC(=O)c1c(N)sc2c1CCSC2	0	5
CC(=O)c1cc(-c2ccccc2)[nH]c1N1CCCC1	2	-8
N/C(=N\OC(=O)c1cccc(Cl)c1)c1cccnc1	73*	-6
CC(C)CCN1CC(C(=O)N2CCN(c3ccc(F)cc3)CC2)CC1=O (centres undefined)	-2	-1
Cc1cc(C)c(C#N)c(SCC(=O)CC(=O)OC(C)C)n1	-3	1
Cc1nc2sc3c(c2c(=O)n1/N=C/c1ccco1)CCCC3	-2	11
Cc1ccc2cc(CN(Cc3ccco3)C(=S)NCC3CCCO3)c(=O)[nH]c2c1 (centres undefined)	7	0
Cc1ccc(-n2c(CCC(=O)O)ccc2-c2cccs2)cc1C	33	7
NC(=S)N/N=C/c1c[nH]c2ccc(OCc3ccccc3)cc12	-2	1
O=C1CCCN1c1ccc(S(=O)(=O)N2CCC(c3ccccc3)CC2)cc1	13	4
COc1ccc2nc(NC(=O)CSc3nc4ccccc4o3)sc2c1	30	6
Cc1ccc(-c2noc(CCC(=O)NCCN3CCOCC3)n2)cc1	3	-3
Cc1ccc(OCC(=O)NCc2ccccn2)cc1	4	-1
COCCCNC(=O)c1cc(C(=O)c2c(-c3c(Cl)cccc3Cl)noc2C)c[nH]1	2	-1
Cc1ccc(-c2nc3ccccc3[nH]2)cc1NC(=O)c1ccc2c(c1)OCO2	45*	4
Nc1nc(-c2ccc(Cl)cc2)cn1N	3	0
CCOC(=O)c1ccc(NC(=O)COc2ccccc2OC)cc1	-4	-2
CC(C)NC(=O)c1ccccc1S(=O)(=O)c1ccccc1C#N	1	-7
CC(C)(C)C(=O)C(CO)(Oc1ccc(Cl)cc1)n1cncn1 (centres undefined)	0	1
Cc1nc(-c2ccccc2)sc1C(N)=O	7	-2
COc1ccc2c(c1)CCc1c-2n[nH]c1C(=O)O	0	4
CCSc1nc2c(c(=O)[nH]c(=O)n2C)n1CC(O)COc1ccccc1C (centres undefined)	6	6
OC(COCc1ccc2c(c1)OCO2)CN1CCN(Cc2ccccc2)CC1 (centres undefined)	-4	2
COc1ccc(C(c2nnnn2Cc2ccccc2)N2CCN(c3nc4ccccc4s3)CC2)cc1 (centres undefined)	0	4
O=C(Nc1ccccc1C(=O)NCc1ccco1)c1ccccc1	3	3
CCn1c2ccccc2c2cc(/C(C)=N/O)ccc21	1	4
CCC1(CC)Cc2ccccc2C(Nc2c(C)n(C)n(-c3ccccc3)c2=O)=N1	0	-1
CC(C)=C1SC(N2CCN(c3ccc(C)cc3)CC2)=NC1=O	3	-2
CCc1cccc(NC(=O)CN(C)S(=O)(=O)c2cnc[nH]2)c1	-1	-9
O=C(O)CC(NC(=O)C(c1ccccc1)c1ccccc1)c1ccco1 (centres undefined)	0	0
COc1ccc(N2CCN(C(=O)C3CCN(S(=O)(=O)N4CCOCC4)CC3)CC2)cc1	-2	-10
CC(C)NC(=O)c1ccc2c(c1)S(=O)(=O)c1ccccc1C2=O	-8	7
CCOC(=O)C1CCN(S(=O)(=O)c2cccc(-c3csc(C)n3)c2)CC1	8	2
Cc1nn(CCC#N)c2nc(C(F)(F)F)[nH]c(=O)c12	0	-2
Cc1ccc(C)c(N2CCN(C3CCCCC3NS(=O)(=O)c3ccccc3)CC2)c1 (centres undefined)	-5	-7
COC(=O)c1ccc(Cl)c(-c2ccc(/C=N/NC(=O)Nc3ccccc3)o2)c1	-7	19

A stretch from further up:
canonical_smiles	esBAF inh	RAD54 branch
CCSc1nc2c(c(=O)[nH]c(=O)n2C)n1CC(O)COc1ccccc1C (centres undefined)	6	6
OC(COCc1ccc2c(c1)OCO2)CN1CCN(Cc2ccccc2)CC1 (centres undefined)	-4	2
COc1ccc(C(c2nnnn2Cc2ccccc2)N2CCN(c3nc4ccccc4s3)CC2)cc1 (centres undefined)	0	4

The list goes on:
canonical_smiles	esBAF inh	RAD54 branch
Cc1ccc2oc(-c3cccc(NC(=O)C4CCCO4)c3)nc2c1 (centres undefined)	79*	-1
C/C(=C(\C#N)C(=O)NC1CCCCC1)N(C)C	-6	0
Cc1ccc2[nH]c(=O)c(CN(CCO)C(=O)NCc3ccccc3)cc2c1	-5	4
CCCCC(=O)NC(c1cccc([N+](=O)[O-])c1)c1c(OC(C)=O)ccc2ccccc12 (centres undefined)	11	5
N#Cc1nc(COc2ccc(Br)cc2)oc1N1CCN(Cc2ccccc2)CC1	-16	-9
COc1ccc2c(c1OC)C(=O)OC2CC(=O)c1ccc(O)cc1 (centres undefined)	-7	-6
CC(=O)c1ccc(OCC(C)C)c(CN2CCCCC2)c1	-5	4
CC(=O)Nc1ccc(C(=O)Nc2ccc(S(=O)(=O)NCC3CCCO3)cc2)cc1 (centres undefined)	-1	1
CNc1nc(CC(C)=O)ns1	-2	-8
Cc1ccc(N2CCN(S(=O)(=O)N(C)C)CC2)cc1Cl	-7	10
O=C(/C=C/c1ccccc1)NC(NC(=S)Nc1cccc(Cl)c1)C(Cl)(Cl)Cl (centres undefined)	-1	7
CC(=O)Nc1ccc(C(=O)CSc2nc3ccc(C)cc3[nH]2)cc1	1	-10
CN(C)C=Nc1c(Br)cc(Br)c2nonc12	3	-35
CC(C)(C)NC(=O)C(c1ccccn1)N(C(=O)c1ccc2c(c1)OCCO2)C1CCCC1 (centres undefined)	-2	-13
CCOC(=O)C1=C(C)NC(=O)NC1c1ccc(OCC(N)=O)cc1 (centres undefined)	-5	-3
Cc1cccc(-n2nnnc2SC(C)C(=O)NCCC2=CCCCC2)c1 (centres undefined)	-3	-6
CS(=O)(=O)N(CC(=O)NCC1CCCO1)c1ccc(F)c(Cl)c1 (centres undefined)	-10	4
CCOC(=O)c1[nH]c(C)c(C(=O)N2CCN(C(=O)OCC)CC2)c1CC	6	0
CC(C)(Oc1ccc(Cl)cc1)C(=O)Nc1ccc2oc(-c3ccncc3)nc2c1	17	1
Cc1nc2c(C(=O)NCc3ccc4c(c3)OCO4)cnn2c(C)c1Cc1ccc(F)cc1Cl	6	-18
CC(=O)NC(CCS(C)(=O)=O)C(=O)Nc1ccccc1C (centres undefined)	-1	-10
COc1ccccc1C(=O)Nc1ccon1	-5	5
Nc1c(C(=O)NCCN2CCOCC2)c2nc3ccccc3nc2n1-c1cccc(F)c1	7	42
CCC1SC2=NC(C)=C(C(=O)OCCOC)C(c3ccc(C(=O)OC)cc3)N2C1=O (centres undefined)	-4	-5
Cc1ccccc1NC(=O)C(=O)NCc1ccccn1	13	-4
O=C(c1ccc(Cl)c(F)c1F)N1CCOCC1	-6	-2
N#CC1(C#N)CC(C=O)=C(N)C1(C#N)CC(=O)c1ccc(F)cc1 (centres undefined)	-4	-106
c1ccc(C2=NC(c3ccccc3)N=C(c3ccccc3)N2)cc1	4	1
c1ccc(OCCCCn2cnc3ccccc32)cc1	17	10
Cc1onc(-c2ccncc2)c1C(=O)O	-4	-17

Looked up by compound from above (seven):
canonical_smiles	esBAF inh	RAD54 branch
Cc1onc(-c2ccncc2)c1C(=O)O	-4	-17
Cc1ccccc1NC(=O)C(=O)NCc1ccccn1	13	-4
COc1ccccc1C(=O)Nc1ccon1	-5	5
Cc1nc2c(C(=O)NCc3ccc4c(c3)OCO4)cnn2c(C)c1Cc1ccc(F)cc1Cl	6	-18
N#CC1(C#N)CC(C=O)=C(N)C1(C#N)CC(=O)c1ccc(F)cc1 (centres undefined)	-4	-106
c1ccc(C2=NC(c3ccccc3)N=C(c3ccccc3)N2)cc1	4	1
Nc1c(C(=O)NCCN2CCOCC2)c2nc3ccccc3nc2n1-c1cccc(F)c1	7	42

(more compounds)
canonical_smiles	esBAF inh	RAD54 branch
CC1CC(C)CN(S(=O)(=O)c2ccc(C(=O)Nc3nnc(-c4cccs4)o3)cc2)C1 (centres undefined)	-3	5
CNC(=O)c1ccc(-c2ccc(OC)cc2)s1	38	2
CCC1CCCCN1C(=O)CSc1nnc(-c2ccc3c(c2)OCCO3)o1 (centres undefined)	6	0
COC(=O)c1ccccc1NC(=O)c1cc(-c2ccc(C)cc2)on1	-6	3
Cc1nn(C(C)C(=O)N2CCCCC2)c(=O)c2c1sc1ccccc12 (centres undefined)	1	-2
N=c1c(C(=O)NCc2ccc(F)cc2)cc2c(=O)n3ccccc3nc2n1CC1CCCO1 (centres undefined)	-12	13
Cc1cc(Br)ccc1NC(=O)CNC(=O)CN1C(=O)NC2(CCCCCC2)C1=O	4	-5
Cc1cc(NC(=O)COc2cccc(Oc3ccccc3)c2)no1	-16	-6
c1ccc(Oc2cc(-n3cccn3)ncn2)cc1	27	-8
CCCn1c(N)c(C(=O)COC(=O)c2c(C)noc2C)c(=O)n(C)c1=O	-1	-8
CC(C)C(=O)N1CCC1(C)C(=O)Nc1ccc2[nH]ccc2c1 (centres undefined)	-6	-4
Cc1ccc(S(=O)(=O)N(CC(=O)NCCSc2ccccn2)c2cc(C)cc(C)c2)cc1	2	-4
O=C(O)CCNc1ccc2c(c1)OCCO2	-6	-10
C/C=C/c1ccc(OCCCCN2C(=O)NC(C)(C)C2=O)c(OC)c1	2	-3
CCOC(=O)c1sc(C)c2c(=O)n(Cc3ccc(Cl)cc3)c(C)nc12	-5	-10
N#Cc1ccc(CSc2nnc(Cc3cccs3)n2Cc2ccco2)cc1	-4	4
Cc1ccc(NC(=O)C(=S)NCc2ccco2)cc1	23	4
CCC(C)(C(=O)NC1CCCCC1)N(Cc1ccco1)C(=O)CNC(=O)c1ccccc1 (centres undefined)	6	-5
Clc1ccc(-c2cc(CSc3cccc(Cl)c3)on2)cc1	10	6
Cc1ccccc1C(=O)N1CCN(c2ccc([N+](=O)[O-])c(N3CCOCC3)c2)CC1	-1	-1
CCOc1ccc(N(CC(=O)NCC(C)C)S(C)(=O)=O)cc1	4	-8
O=C(Nc1cccnc1)C1OCCc2ccccc21 (centres undefined)	-9	5
COc1ccccc1CNC(=O)C1CC(=O)N(C2CCCC2)C1 (centres undefined)	-2	15
COc1ccccc1N1CCN(C(=O)c2cn(-c3ccccc3)nc2-c2cccnc2)CC1	15	0
N#Cc1nc(-c2cccs2)oc1NCc1ccccc1Cl	-2	13
CCCCCSc1nc(O)cc(=O)[nH]1	-8	-4
Cc1cc2ccccc2c(=O)n1CC(=O)N(C)c1ccc(F)cc1	3	4
COc1cccc(-n2c(SCC(=O)NC(C)(C)C)nnc2-c2ccoc2C)c1	8	-1
COC(=O)c1ccc2c(c1)N(C)C(=O)CS2	-9	0
Cc1[nH]c(=O)[nH]c(=O)c1S(=O)(=O)NCCc1ccc(S(N)(=O)=O)cc1	0	-3
O=C(Cn1cnc2ccccc2c1=O)c1ccc2ccccc2c1	35	7
CC(C)Oc1cccc(C(=O)NC(=S)Nc2ccc3c4c(cccc24)CC3)c1	-5	9

From PubChem

Some of the compounds tested; count on the stated rates, not on these rows.
